# From PubChem
# NCI-60 one-dose screen, 48 h, at 10 µM unless noted. Numbers give growth in % (100 = growth as untreated, 0 = no growth, -100 = all killed).
# K-562 – K-562 leukemia; hit rate 7.4% among 78,000
# MCF7 – MCF7 breast cancer; hit rate 6.3% among 82,000; AID 1794796
# BT-549 – BT-549 breast cancer; hit rate 4.4% among 78,000; AID 1794793
# MDA-MB-231 – MDA-MB-231 breast cancer; hit rate 5% among 81,000
# MDA-MB-468 – MDA-MB-468 breast cancer; hit rate 8.5% among 78,000; AID 2202374
# T-47D – T-47D breast cancer; AID 1794792; hit rate 5% among 79,000
# SR – SR leukemia cells; hit rate 8.7% among 73,000
# HS 578T – HS 578T breast cancer; hit rate 4.1% among 78,000
# * marks the source's active call; other numbers are inactive results; . = not tested or not shown; & = joins results of further samples; ! = repeats disagree; [ ] = dose if it differs, or a comment. How the source made its calls: active means growth percent below 10; inactive means the rest. This is a random part of the collection. About 14% of those tested had a hit in this group.
1	CCOc1ccc(-c2nonc2NC(=O)c2cccc(C)c2)cc1OCC
2	O=c1ccc(N=Nc2ccc(S(=O)(=O)Nc3nncs3)cc2)c(O)[nH]1
3	Cc1oc2ccc(O)c(CN3CCCCCC3)c2c1C(=O)Nc1ccc(C(F)(F)F)cc1
4	CC(C)CNCCOC(=O)c1ccc(N)cc1
5	COc1c(/C=N/N=c2sc(C(C)=O)nn2-c2ccc(C)cc2)c(O)cc2oc(C)cc(=O)c12
6	Cc1c(C(=O)/C=C/c2ccc(N(C)C)cc2)nnn1-c1ccc(Br)cc1

Assay by compound,1,2,3,4,5,6
K-562,11,111,30,89&84&76,97&98,82
MCF7,60,101,48,102&92&92,99&101,80
BT-549,67,103,79,106&92&95,93&95,104
MDA-MB-231,76,112,49,103&98&101,107&107,99
MDA-MB-468,2.8*,102,5.7*,110&102&91,108&112,82
T-47D,84,99,74,100&90&83,106&88,100
SR,-35*,.,-8.4*,91&79,111&100,86
HS 578T,85,103,66,100&100&85,103,106

7	CC1(C)CC[C@]2(C(N)=O)CC[C@]3(C)C(=CC[C@@H]4[C@@]5(C)CCC(=O)C(C)(C)[C@@H]5CC[C@]43C)[C@@H]2C1
8	CC1(C)CC(=O)C(/C=N/C(=S)NCCc2ccccc2)=C(O)C1
9	CSC(=S)OC(C)CC(C)C (configuration not stated)
10	CC(C)(C)c1ccc(S(=O)(=O)Oc2ccc3c(ccn3C(=O)C34CC5CC(CC(C5)C3)C4)c2)cc1
11	CN(C)N=Nc1c(Br)cc(Br)cc1Br
12	COc1cc2c(cc1-c1c(C)noc1C)ncc1nc(C3CCOCC3)n([C@H](C)COC(F)F)c12

Assay by compound,7,8,9,10,11,12
K-562,74,104,98,98,103,30
MCF7,80,101,96,100,102,19
BT-549,98,108,92,116,109,69
MDA-MB-231,97,105,118,95,108,46
MDA-MB-468,93,115,103,104,113,40
T-47D,69,102,95,87,106,46
SR,59,99,86,95,116,28
HS 578T,114,111,98,96,107,17

13	COc1ccc(N=Nc2c(N)nn3c2NC2=C(CCC/C2=C/c2ccc(Cl)cc2)C3c2ccc(Cl)cc2)cc1 (configuration not stated)
14	Ic1ccccc1I
15	COc1cc2cc(Sc3ccc(NC(=O)c4ccc(Cl)c(C(F)(F)F)c4)cc3)c(C)nc2cc1OC
16	CC/C(=C\c1ccccc1O)c1ccncc1
17	O=C(Nc1ccc(Br)cc1)N1CCN(C(=O)Nc2ccc(Br)cc2)CC1
18	Nc1ccc(O)c2ccccc12

Assay by compound,13,14,15,16,17,18
K-562,104,103,103,97,103,95
MCF7,85,92,91,94,104,68
BT-549,107,115,112,99,106,94
MDA-MB-231,97,111,109,86,107,54
MDA-MB-468,116,99,.,93,107,84
T-47D,82,107,96,80,104,76
SR,101,90,85,94,103,78
HS 578T,97,97,89,109,109,98

19	CC1(O)CCC2CC3OC3(CO)CCC3OC3(C)CCC1C2(C)C (configuration not stated)
20	C=CCn1c(-c2ccccn2)n[nH]c1=S
21	N#C/C(=C\c1ccc2c(c1)OCO2)C(=O)Nc1sc2c(c1C#N)CCCC2
22	COc1cccc(-c2nn(C)c3sc(C(=O)NCCN4CCN(c5ccccc5F)CC4)cc23)c1
23	Cc1ccc(/C(=N\N=C(N)N)C2CC2)cc1C
24	COc1ccc(CC(C)=C(c2ccc(OCCN3CCCCCC3)cc2)c2ccc(OCCN3CCCCCC3)cc2)cc1

Assay by compound,19,20,21,22,23,24
K-562,116,112&94,94,-35*,98,-55*
MCF7,97,90&102,92,15,94,-90*
BT-549,106,107&93,99,91,95,-76*
MDA-MB-231,119,100&110,105,31,96,-98*
MDA-MB-468,98,96&105,103,46,116,-81*
T-47D,111,96&100,84,57,99,-73*
SR,.,123,98,-39*,.,-32*
HS 578T,96,116&97,99,63,118,-61*

25	c1ccc2c(c1)CCCN2c1nc(N2CCCCC2)nc(N2CCOCC2)n1
26	O=C(CSc1nc2sc3c(c2c(=O)n1-c1ccc(Cl)cc1)CCCC3)Nc1nc(-c2ccc(Cl)cc2)cs1
27	C#Cc1cnc(Nc2ccc(OC)cc2)nc1NCCCNC(=O)C1CCC1
28	CN(C)c1nc(Cl)nc2c1nc(Cl)n2C1CCCCO1 (configuration not stated)
29	Clc1ccc(-c2cc(-c3cccc4ccccc34)n3c(n2)nc2ccccc23)cc1
30	CCCCNCC(O)c1cc(-c2ccc(C(F)(F)F)cc2)nc(-c2ccc(C(F)(F)F)cc2)c1 (configuration not stated)

Assay by compound,25,26,27,28,29,30
K-562,110,93,49,99,59,-60*
MCF7,85,82,69,94,19,-85*
BT-549,113,91,82,119,62,-31*
MDA-MB-231,106,80,60,116,74,-72*
MDA-MB-468,104,94,85,111,77,-88*
T-47D,88,76,109,106,39,-80*
SR,92,82,52,102,.,-64*
HS 578T,122,90,62,.,62,-58*

31	COc1cc(/C=N/NC(=O)c2ccc3nc(-c4ccc(Cl)cc4)[nH]c3c2)cc(OC)c1OC
32	CC(C)CC(=O)CC(=O)C(F)(F)F
33	O=C1OCCN1c1ccccc1
34	COc1ccccc1N1C(=N)S/C(=C\c2ccc(OCc3ccccc3F)cc2)C1=O
35	O=C(N=P(c1ccccc1)(c1ccccc1)c1ccccc1)c1ccccc1
36	C=C(C)[C@@H]1CC[C@]2(C=NCCC(=O)O)CC[C@]3(C)[C@H](CC[C@@H]4[C@@]5(C)CCC(=NCCC(=O)O)C(C)(C)[C@@H]5CC[C@]43C)[C@@H]12

Assay by compound,31,32,33,34,35,36
K-562,-12*!,97,109,62,84,102
MCF7,-73*!,100,96,33,96,98
BT-549,-82*!,110,110,97,130,113
MDA-MB-231,-75*!,107,104,51,84,105
MDA-MB-468,-89*!,101,107,5.8*,102,95
T-47D,-59*!,97,107,67,93,97
SR,-6.5*!,83,103,73,78,.
HS 578T,-52*!,108,99,87,110,104

37	CC(=O)OCC1OC2OC(C)(C)OC2C1O (configuration not stated)
38	CN(C)c1c([N+](=O)[O-])cc(N2C(=O)C=CC2=O)cc1[N+](=O)[O-]
39	Cc1ccc(CSc2nc(-c3ccc(F)cc3)c(C#N)c(N3CCOCC3)n2)cc1
40	CCOC(=O)c1sc2nc(-c3ccc(O)cc3)nc(N3CCOCC3)c2c1C
41	CCCCCCCCCCCC(=O)OC(C)C(=O)NCCCC (configuration not stated)
42	Nc1nc(-c2cc(C(c3ccccc3)c3ccccc3)nc(N)n2)cc(C(c2ccccc2)c2ccccc2)n1

Assay by compound,37,38,39,40,41,42
K-562,98,97&53,89,42,94,96
MCF7,98,98&101,88,63,95,93
BT-549,102,132&106,88,67,92,114
MDA-MB-231,118,111&100,68,61,113,.
MDA-MB-468,101,105&82,110,58,105,90
T-47D,97,111&100,88,17,98,.
SR,100,99&73,121,49,86,.
HS 578T,112,108&107,51,.,101,94

43	COc1ccc(/C=C/C=C/C(=O)c2ccc(NC(=O)Nc3ccc([N+](=O)[O-])cc3)cc2)cc1
44	CCCC(=O)OC(NC(=O)NC(OC(=O)CCC)C(Cl)(Cl)Cl)C(Cl)(Cl)Cl (configuration not stated)
45	CCOc1ccc(NC(C)=O)c([N+](=O)[O-])c1
46	CCn1cc(C(=O)N/N=C(\C)c2cccs2)c(=O)c2ccc(C)nc21
47	COc1ccc(-c2nc(N/N=C/c3cccc(Br)c3)nc(N3CCOCC3)c2C#N)cc1
48	COc1ccc2c(NCCCCCCCCNc3c4ccccc4nc4cc(OC)ccc34)c3ccccc3nc2c1

Assay by compound,43,44,45,46,47,48
K-562,46,98,100&105,94,3.1*,-100*
MCF7,32,101,89&101,88,59,-100*
BT-549,106,100,97&102,98,100,-96*
MDA-MB-231,85,103,98,83,72,-89*
MDA-MB-468,49,91,104&97,78,73,-100*
T-47D,20,80,116,84,77,-75*
SR,127,98,102&101,94,-21*,.
HS 578T,80,97,108&96,76,68,-46*

49	O=C1C=CC(=Nc2ccc(O)c3ncccc23)c2cccnc21
50	CNCCNc1nc2ccccc2c2c(=O)c3cc(F)ccc3sc12
51	O=c1/c(=C\C=C\c2ccccc2)sc2n1CCN=2
52	CC(C)Sc1nnc(-c2ccc(NC(=O)c3cccnc3)cc2)o1
53	CCOC(=O)c1cnc2c(C)cc(C)cc2c1Nc1ccc(OC)c(OC)c1
54	O=c1cc(OCCSC(=S)N2CCOCC2)c2ccccc2o1

Assay by compound,49,50,51,52,53,54
K-562,38,-47*,93,66,94,74
MCF7,160,-45*,97,87,84,90
BT-549,95,82,102,121,96,90
MDA-MB-231,100,20,97,101,78,96
MDA-MB-468,.,52,84,93,81,55
T-47D,87,-13*,91,56,94,84
SR,21,14,92,.,94,70
HS 578T,67,57,109,98,94,86

55	O=C(Nc1ccccc1)Nc1ccc(Nc2ncnc3sc4c(c23)CCCC4)cc1
56	COc1cc(/C=C/C(=O)c2ccc(NC(=O)CN3C(=O)NC(C)(c4ccccc4)C3=O)cc2)cc(OC)c1OC (configuration not stated)
57	O=C(Nc1ccc(F)cc1F)c1cc(I)ccc1O
58	CCN1CCN(c2cc(C(=O)Nc3nc(-c4cc(OC)c(OC)c(OC)c4)cs3)cc(C(F)(F)F)c2)CC1
59	O=C[C@H](O)[C@@H](O)[C@H](O)CO
60	C=C(C)[C@@H]1CC[C@]2(C(=O)NCCNCCNCCN)CC[C@]3(C)[C@H](CC[C@@H]4[C@@]5(C)CC[C@H](O)C(C)(C)[C@@H]5CC[C@]43C)[C@@H]12

Assay by compound,55,56,57,58,59,60
K-562,100,16,9.1*,3.8*,108,-16*[100 µM]
MCF7,96,2.9*,5.5*,40,96,-61*[100 µM]
BT-549,109,11,.,75,112,-52*[100 µM]
MDA-MB-231,92,26,35,47,98,-57*[100 µM]
MDA-MB-468,97,-23*,-1.0*,85,96,-49*[100 µM]
T-47D,101,34,-9.3*,44,97,-33*[100 µM]
SR,98,5.9*,.,9.2*,96,-4.7*[100 µM]
HS 578T,85,39,10,68,105,-23*[100 µM]

61	O=c1[nH]c(=S)[nH]c(=O)n1Cc1cccc2ccccc12
62	COc1ccc2c(c1)c1c(OC(C)=O)c3c(nc1n2C(C)=O)-c1ccccc1C3
63	CCCCCCCN=C(N)N=C(N)N
64	O=S(=O)(NCCNc1nccc(-c2c(-c3cccc(F)c3)nc3sccn23)n1)c1ccc(Cl)cc1
65	O=C1C=C(Nc2cccc(Br)c2)c2ccccc2C1=O
66	C#CCOC(=O)/C=C/c1cn(-c2ccccc2)nc1-c1ccc(OC)cc1

Assay by compound,61,62,63,64,65,66
K-562,90,108,55,41,21,17
MCF7,81,60,74,25,21,79
BT-549,107,104,53,71,15,108
MDA-MB-231,106,79,78,91,55,57
MDA-MB-468,107,104,38,64,90,101
T-47D,100,71,85,43,102,88
SR,102,101,65,41,57,83
HS 578T,102,106,83,73,39,77

67	CCN(CC)C(=O)c1cc(OC)c(OC)c(OC)c1
68	COc1ccc(NC(=O)CSc2nnc(-c3ccc(-c4nc5ccccc5[nH]4)cc3)o2)cc1
69	FC(F)(F)c1ccc(-c2nn[nH]n2)cc1
70	O=C(O)/C=C/C(=O)Nc1ccc(Cl)c(Cl)c1
71	O=c1c(O)c(-c2cccc(O)c2)oc2ccccc12
72	CC(=O)c1cc2c(N)c(C(=O)Nc3ccc4c(c3)OCCO4)sc2nc1C
73	CN(C)CCCOc1ccc(C(=C(c2ccccc2)C2CCCC2)c2ccc(OCCCN(C)C)cc2)cc1
74	COc1ccc(-c2c(C#N)cnc(N)c2-c2nc3cc(C)c(C)cc3[nH]2)cc1

Assay by compound,67,68,69,70,71,72,73,74
K-562,107,22,90,93,91,92,-4.7*,52
MCF7,96,14,102,90,72,97,-66*,51
BT-549,103,27,128,.,82,102,-83*,.
MDA-MB-231,100,19,116,103,76,108,-86*,53
MDA-MB-468,100,87,112,79,80,97,-79*,58
T-47D,99,79,108,56,74,113,-77*,72
SR,100,35,79,.,53,92,-37*,20
HS 578T,108,45,102,100,96,112,-61*,.
